IL1B cytotox – HUVEC cytotoxicity counter-screen, IL-1B stimulated. HUVEC cell count loss, Hoechst imaging. cell count reduction, % at 2 µM. 0.41% of 94,000 active. AID 845;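 active = cell count reduction more than 3 SD above the screen-wide mean, cut at about 70% in these data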;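 note: normalized per plate to untreated control cells as the no-loss baseline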
ERa SRC1 inh – ER-alpha (human) coactivator binding inhibition; TR-FRET ER-alpha LBD / SRC-1 peptide, estradiol-bound; inhibition, % at 25.6 µM; 1.7% of 86,000 active; AID 629; in the data active = inhibition above about 50%;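 note: 0% = receptor plus peptide control and 100% = peptide only without receptor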
PTPN22 inh 2 – inhibitors of human LYP (PTPN22) phosphatase | Q9Y2R2 | recombinant LYP catalytic domain, DiFMUP fluorescence | inhibition, % at 2 µM | 0.21% of 96,000 active | AID 640;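 active = inhibition at 2 µM at or above a set limit, the screen mean plus 3 SD, cut at about 24% in these data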;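 note: 0% = DMSO with enzyme and 100% = enzyme fully blocked by orthovanadate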
Target sequence (Q9Y2R2 whole entry, looked up, the tested form may be a part): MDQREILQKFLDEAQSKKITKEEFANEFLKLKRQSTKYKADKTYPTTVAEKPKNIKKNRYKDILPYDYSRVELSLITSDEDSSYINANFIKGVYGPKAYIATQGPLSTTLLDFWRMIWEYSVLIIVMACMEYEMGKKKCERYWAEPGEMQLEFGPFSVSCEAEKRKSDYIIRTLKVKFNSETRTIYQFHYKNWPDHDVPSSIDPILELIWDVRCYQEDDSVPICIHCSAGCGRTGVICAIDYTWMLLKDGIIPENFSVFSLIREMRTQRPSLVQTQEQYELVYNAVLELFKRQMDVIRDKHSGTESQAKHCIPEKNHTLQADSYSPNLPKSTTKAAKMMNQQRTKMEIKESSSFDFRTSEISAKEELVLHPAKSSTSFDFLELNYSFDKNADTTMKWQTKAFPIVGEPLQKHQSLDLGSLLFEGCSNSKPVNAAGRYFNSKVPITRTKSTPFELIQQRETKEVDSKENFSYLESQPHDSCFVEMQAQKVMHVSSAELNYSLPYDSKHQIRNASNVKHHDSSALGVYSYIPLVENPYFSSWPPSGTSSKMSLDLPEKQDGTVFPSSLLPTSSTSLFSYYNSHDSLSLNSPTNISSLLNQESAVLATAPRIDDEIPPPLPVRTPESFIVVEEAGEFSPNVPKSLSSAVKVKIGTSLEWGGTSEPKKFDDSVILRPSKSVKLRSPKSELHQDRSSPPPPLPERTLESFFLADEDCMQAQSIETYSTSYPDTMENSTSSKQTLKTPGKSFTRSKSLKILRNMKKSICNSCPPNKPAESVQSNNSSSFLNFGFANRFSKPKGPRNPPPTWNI
LYP act – increases human PTPN22 phosphatase activity; activation, % at 2 µM; recombinant LYP, DiFMUP fluorescence; 0 = plate median, 100 = signal doubled; 0.11% of 96,000 active; Q9Y2R2;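 active = activation at 2 µM above a set limit, the mean plus 5 SD, cut at about 37% in these data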
cytoskel mod – cytoskeleton assembly modification | HUVEC TNFa F-actin phalloidin imaging, high content | inhibition, % at 2 µM | 0.18% of 91,000 active | AID 836;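 active = inhibition above the batch mean plus 3 SD and confirmed as a hit by visual image inspection, cut at about 30% in these data, passing the limit was not always enough; inconclusive = above the inhibition threshold but rejected on visual inspection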; note: strong numbers were not always called active
FAK inh – inhibitors of human focal adhesion kinase; biochemical FAK kinase activity assay; Q05397; inhibition, %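 (tested at 7 µM)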; 0.84% of 97,000 active; in the data active = inhibition above about 19%;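 note: 0% = DMSO and 100% = reference compound high control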
VCAM1 TNFa inh – reduces TNF alpha induced VCAM1 expression in HUVEC; AID 802; HUVEC TNFa-induced VCAM-1 immunofluorescence, high-content imaging; 0.48% of 95,000 active; inhibition, % at 2 µM;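 active = inhibition above the batch mean plus 3 SD, with images confirmed as a hit by eye, cut at about 37% in these data; inconclusive = inhibition above that limit but hit not confirmed in images; inactive = inhibition not above that limit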;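 note: 0% = TNF-stimulated DMSO wells and 100% = unstimulated control wells; not every result past the cut was called active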
Pyk2 oligo antag – blocks oligomerization of human Pyk2 in cells. Q293 cells, Pyk2 FERM NanoBiT luminescence; hits give low values. z-score (the deposit names both 25 µM and 10 µM). 0.83% of 99,000 active. AID 1347419;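 active = Z-score of -3 or lower, scaled per plate to the spread of control and sample wells; inactive = z-score above -3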;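 note: negative z-score means lost luminescence so less FERM oligomerization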
TNFa cytotox – toxic to HUVEC cells under TNF alpha stimulation. AID 848. HUVEC TNFalpha-stimulated, Hoechst cell count, imaging. cell count reduction, % at 2 µM. 0.17% of 93,000 active;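 active = cell count reduction exceeding the screen mean by over 5 SD, scaled to untreated wells per plate, cut at about 78% in these data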;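 note: cells counted after 24 h of TNF alpha exposure following the 1 h pretreatment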
The depositor's hits bear a star; ? = inconclusive; · = not tested or not shown; [ ] = another dose, or the depositor's remark.

canonical_smiles	IL1B cytotox	ERa SRC1 inh	PTPN22 inh 2	LYP act	cytoskel mod	FAK inh	VCAM1 TNFa inh	Pyk2 oligo antag	TNFa cytotox
O=C(COc1ccc(S(=O)(=O)NC2CCCCC2)cc1Cl)NCc1ccc2c(c1)OCO2	-36.2	9.9	-1.9	-0.9	16.5	-1.4	-10.6	-0.12	-25.2
COC(CNC(=O)c1cc(C)nn1-c1ccccc1)OC	8.8	14.7	2.8	0.6	11.3	-3.2	13.6	0.23	-3.2
COc1ccc(NC(=O)CN(C)C(C)C(=O)N2CCCCC2)cc1 (configuration not stated)	-1.9	·	-6.4	4.9	2.8	-0.8	2.5	-0.12	-0.8
O=[N+]([O-])c1ccc(OC/C=C2\Oc3ccc([N+](=O)[O-])cc3C2N2CCOCC2)cc1 (configuration not stated)	-2.7	·	2.7	1.2	17.8	1.3	-1.6	0.7	-0.3
Cc1cc(C)c(S(=O)(=O)N(C)CC(=O)N2CCCCC2)c(C)c1	-23.3	-2.7	-2.1	0.3	-0.4	1.4	14.0	0.28	-10.8
C=CCNC(=O)c1ccc(C)c(Br)c1	-7.1	-23.2	2.0	-2.8	·	1.3	·	0.09	·
CCCc1cn(S(=O)(=O)c2ccc(OC)cc2OC)nc1N	23.8	-10.3	-11.6	11.7	-7.5	2.2	2.5	-1.5	-25.7
CCOCC(=O)Nc1cc(C(=O)Nc2ccccc2)ccc1Cl	-2.9	·	10.6	-8.3	-9.9	4.3	17.5	0.76	1.5
O=C1CCc2cc(S(=O)(=O)NC(Cc3ccccc3)C(=O)NCC3CCCO3)ccc2N1 (configuration not stated)	3.7	-2.8	4.5	-5.0	0.8	0.2	-9.6	·	3.3
O=C1NCCc2cc3c(cc21)OCO3	-6.4	2.3	-5.6	1.8	8.7	3.0	-5.0	0.42	-23.0
COc1cc(C)c(S(=O)(=O)N2CCOCC2)cc1C	-0.5	-13.8	5.0	-4.6	-0.6	0.6	1.7	0.45	-5.9
CCCc1cc(C(=O)Cc2nc3ccccc3s2)c(O)cc1O	7.3	15.9[fluorescence artefact?]	7.9	-6.3	-9.7	6.7	-0.7	-0.32	3.1
CCCC(=O)n1nc(-c2ccc(Cl)cc2)nc1SC	-63.1	0.6	4.3	-2.1	-31.7	10.0	2.2	-0.11	20.2
CCOC(=O)COc1ccc(S(=O)(=O)NCc2ccco2)cc1	16.3	35.8	5.2	-7.9	-1.9	0.3	-3.8	1.4	10.0
CCOC(=O)N1CCN(Cc2nc3c(c(=O)n(C)c(=O)n3C)n2CCC(C)C)CC1	-16.8	4.5	-1.9	-1.9	0.3	-2.9	10.4	·	-23.6

(further entries)
canonical_smiles	IL1B cytotox	ERa SRC1 inh	PTPN22 inh 2	LYP act	cytoskel mod	FAK inh	VCAM1 TNFa inh	Pyk2 oligo antag	TNFa cytotox
CN(C)S(=O)(=O)c1ccc2nc(NC(=O)c3cccs3)sc2c1	12.6	-5.8	1.8	0.6	7.5	-0.6	15.7	-2.31	2.8
CCN1CCc2c(C#N)c(N3CCOCC3)nc(NCc3ccccc3)c2C1	8.3	0.1	0.8	-4.2	2.5	5.5	-9.0	0.38	-13.8
C=C(C)Cn1c(SCCCO)nc2c1c(=O)[nH]c(=O)n2C	-13.0	-2.4	7.8	-9.3	-2.1	-0.3	12.6	-0.27	-23.7
Cc1ccc(OCc2ccc(C(=O)Nc3nccs3)o2)cc1	0.0	4.2[fluorescence artefact?]	-3.8	1.2	-41.1	-0.7	4.8	0.22	-22.5
CCOc1ccc(NC2=NCC(=O)N2CCc2ccccc2)cc1	-8.4	-19.3	-3.9	4.6	-4.6	-3.3	-11.3	-0.36	-20.3
COC(=O)C(NC(=O)c1ccc(OC)cc1)(Nc1ncc(S(=O)(=O)c2ccc([N+](=O)[O-])cc2)s1)C(F)(F)F (configuration not stated)	24.7	·	6.3	-3.7	6.5	1.0	-3.1	-2.72	7.8
CCN(CC)CCN1C(=O)C(=O)/C(=C(/O)c2c(C)[nH]c(C(=O)OC)c2C)C1c1ccco1 (configuration not stated)	-13.3	30.9	3.8	-6.3	-14.0	-0.9	1.1	0.17	-1.1
CCOC(=O)c1[nH]c2ccc(OCC)cc2c1NC(=O)CN1CCC2(CC1)OCCO2	4.1	2.0	2.8	-3.8	35.6	0.3	6.3	-0.3	-26.5
CS(=O)(=O)N(CC(=O)Nc1cccnc1)c1ccc2c(c1)OCO2	20.8	·	1.0	-5.1	-0.6	0.8	-17.0	0.96	10.2
CN1C(=S)SC(/[N+]([O-])=C\c2ccccc2)C1(C)C (configuration not stated)	-11.5	-11.3	0.8	-0.9	28.1	0.9	13.3	0.81	-29.7
Cc1ccc(N(CC(=O)NCc2ccco2)C(=O)CCC(=O)Nc2ccccn2)cc1C	-34.4	-3.9	-10.1	9.6	-12.9	-1.5	3.9	-0.36	-22.3
O=C1c2ccccc2C(O)N1Cc1ccccc1 (configuration not stated)	-15.9	-34.0	-5.0	2.7	10.6	-1.2	12.1	0.82	-16.2
O=C(NCc1ccco1)c1ccc(CN2CCOCC2)cc1	-14.5	-19.6	1.3	-3.5	7.6	2.0	5.8	0.45	-13.8
CS(=O)(=O)Nc1ccc(C(=O)Nc2ccc3c(c2)OCCO3)cc1	4.9	-8.2	-1.1	2.8	-0.3	-2.0	6.8	·	·
O=C(CN1CCN(c2nc(-c3ccccc3)cs2)CC1)NCc1ccc2c(c1)OCO2	2.7	-5.8	1.4	-3.7	3.4	5.0	14.9	2.61	-27.3

More records follow:
canonical_smiles	IL1B cytotox	ERa SRC1 inh	PTPN22 inh 2	LYP act	cytoskel mod	FAK inh	VCAM1 TNFa inh	Pyk2 oligo antag	TNFa cytotox
CCOc1ccc(OCC)c(-c2c(=O)n(OCc3ccccc3C(=O)OC)c3ccccc3[n+]2[O-])c1	-1.4	·	9.4	-5.9	-1.9	1.7	-3.4	-0.56	·
CCOC(=O)c1c(N)nn(C(=O)C(C)(C)C)c1-c1ccccc1	22.6	-30.9	-0.3	-0.8	6.7	4.5	-15.1	-0.98	·
S=C(c1ccc(-c2ccc(Cl)cc2Cl)o1)N1CCCCC1	-21.4	·	0.4	-2.4	-21.0	2.0	21.3	-0.37	-5.2
Cc1cccc(N(C(=O)c2ccc(CN3CCOCC3)o2)C(C(=O)NC2CCCCC2)c2ccc(F)cc2)c1 (configuration not stated)	-42.4	2.6	6.3	-5.9	4.7	-0.3	7.4	-0.65	-36.1
CN=C(Nc1ccc(Cl)cc1)c1cccc(C(F)(F)F)c1	-26.9	·	-0.7	4.9	3.7	-3.4	29.9	-0.14	-4.7
CCn1c(O)c(C=NC2CCCC2)sc1=S	7.5	-0.6	5.9	-4.8	2.0	0.6	-0.3	-0.23	-11.3
O=C(COC(=O)c1ccc2c(c1)OCCO2)NCCC1=CCCCC1	-3.4	3.1	3.9	-4.0	-6.8	1.8	-15.8	2.08	-6.6
Cc1cc(=O)oc(C)c1C(=O)NCCC1=CCCCC1	-1.6	-28.4	-7.7	8.4	-2.1	0.2	14.1	0.07	-21.2
Cc1ccc(N=C2NC(=O)CS2)c(C)c1	-33.3	0.4	1.0	-5.4	1.5	-5.4	-18.8	0.33	-22.9
O=C1NCCCc2nonc21	11.8	4.7[fluorescence artefact?]	5.7	-1.7	11.2	2.9	-12.7	-0.21	-6.3
O=C(CSc1nnc2c(n1)[nH]c1ccccc12)OCc1ccccc1	-5.7	26.1[fluorescence artefact?]	-12.9	11.8	-9.3	6.3	-24.3	2.14	·
C=C(c1cccc2ccccc12)P(=O)(O)O	-19.3	6.3	2.0	1.8	6.2	29.4*	-5.0	-0.02	-14.7
Cc1cc(NCc2ccccc2)nc(-c2ccccc2O)n1	-28.6	1.2[fluorescence artefact?]	-7.6	4.8	2.6	13.6	10.1	-1.34	-23.6
CCCc1cc(C(=O)N2CCN(c3ccccc3C)CC2)cs1	-2.2	2.8	9.3	-12.4	16.9	2.3	3.1	-1.17	-31.6
C=CCn1c(NCc2c[nH]c3ccccc23)nc2ccccc21	-11.8	-13.2	-0.4	-0.1	-22.8	0.2	9.4	0.72	-0.8

Carrying on.
canonical_smiles	IL1B cytotox	ERa SRC1 inh	PTPN22 inh 2	LYP act	cytoskel mod	FAK inh	VCAM1 TNFa inh	Pyk2 oligo antag	TNFa cytotox
COc1cccc(C2C(C(=O)Nc3ccc(C)cc3C)=C(C)Nc3ncnn32)c1OC (configuration not stated)	-22.2	-3.3	5.0	-5.8	-22.3	-0.4	-3.4	0.66	-4.2
CCOC(=O)CCC(=O)N1CCOCCOCCOCC1	14.9	-2.4	6.3	-4.0	-3.2	-1.1	-4.0	0.36	-8.3
CCOCCCNS(=O)(=O)c1ccc(NC(=O)N2c3ccccc3Sc3ccccc32)cc1	19.1	·	10.8	-7.6	-5.8	2.4	-1.2	-0.47	0.0
COc1ccc(CC(=O)NCc2nnc(SCC(=O)N3CCN(c4ccccc4)CC3)n2C)cc1	-6.4	-13.6	6.8	-6.6	17.6	3.1	2.9	0.92	-17.1
COc1cccc(NC(=O)c2cc(C(=O)Nc3cccc(OC)c3)n(C)n2)c1	14.9	20.4	3.2	-1.9	-19.6	1.1	-4.6	-0.85	-9.4
CCOC(=O)N1CCN(C(=O)c2ccc(S(=O)(=O)c3ccc(C)cc3)c(NC(C)=O)c2)CC1	-5.4	-19.5	-3.0	2.3	10.6	-3.5	-18.3	-0.46	-19.4
Cn1nc(CC(=O)NC2CCCCCC2)c2ccccc2c1=O	13.8	-0.9	-6.4	3.2	?	1.9	23.7	·	17.4
CCOc1ccc(-c2nnn(CC(=O)c3cc(OC)ccc3OC)n2)cc1	-44.1	-7.0	-5.2	2.3	-6.5	-3.8	-14.0	-1.09	-10.3
C=CCN(C(=O)CSc1nc2[nH]ncc2c(=O)n1-c1ccccc1OC)c1ccccc1	-14.6	1.3	-1.3	-1.4	·	2.8	·	-1.25	·
CSc1nnc(-c2sccc2OCc2ccc(C)cc2)n1C	4.5	·	4.4	-1.2	13.6	1.2	18.0	0.31	-1.3
CCc1nc2oc3cc(OC)ccc3c(=O)c2c(=O)n1Cc1ccccc1	26.5	19.7	8.8	-6.9	-7.2	7.9	3.5	-0.46	2.4
Cc1ccc(CNC(=O)CN2CCN(Cc3ccc(C)cc3)C2=O)cc1	-8.2	-2.4	-0.9	2.6	-2.5	0.0	-1.6	-0.47	7.7
COc1ccccc1C(=O)N/C(=C/c1ccc(Br)cc1)C(=O)NCCO	-15.6	·	2.2	3.2	-5.6	-3.4	-22.1	0.57	-44.2
Cc1ccccc1C(=O)Nc1cccc(N)c1	-9.3	-13.6	3.8	-4.6	·	-2.3	·	-0.64	·
Cc1cc2c3c(c1C)C1(C(=O)N3C(C)(C)CC2C)C(C#N)=C(N)Oc2n[nH]c(C)c21 (configuration not stated)	-21.1	1.3	5.3	-6.7	0.9	1.4	-7.8	-0.9	-6.6

Next compounds:
canonical_smiles	IL1B cytotox	ERa SRC1 inh	PTPN22 inh 2	LYP act	cytoskel mod	FAK inh	VCAM1 TNFa inh	Pyk2 oligo antag	TNFa cytotox
O=C(NNC(=O)c1cccnc1)Nc1ccc(Cl)c(Cl)c1	-10.1	·	-6.3	9.5	24.3	-6.1	-2.1	-0.71	-3.0
COc1cc(NC(=O)c2ccccc2)c(OC)cc1NC(=O)CN1CCCCC1	-20.8	-2.7	-3.3	3.1	-23.4	0.5	-39.5	-0.47	-3.3
Cc1sc2ncn(CC(=O)OC(C)C(=O)NC(C)(C)C)c(=O)c2c1C (configuration not stated)	5.6	·	19.2	-18.7	3.0	-2.4	-3.5	0.03	8.6
O=C(CSc1ncnc2c1cnn2-c1ccccc1)Nc1ccccc1	-11.9	3.9[fluorescence artefact?]	-10.8	9.3	17.2	-1.0	8.1	-0.18	-12.6
COCc1cc(C)nc(N2CCN(Cc3ccccc3)CC2)c1C#N	-18.5	-3.5	-6.8	5.6	1.7	-0.6	1.9	-0.06	1.7
CCSc1nc2ccccc2c(=O)n1OCC(=O)OC	-153.0	-2.9	2.6	0.0	8.3	-0.8	-17.7	1.77	-26.0

Source: PubChem BioAssay
